Source: PubChem BioAssay (National Center for Advancing Translational Sciences (NCATS))
LmPK inhibitor: LmPK (Leishmania mexicana) enzyme inhibition; Q27686; purified LmPK, Kinase-Glo ATP luminescence, 1 h; Potency, µM (titrated, usually from 57.5 µM), inactives show at the highest dose activity change, negative = inhibition, actives largely listed as inhibitors; 0.37% of 290,000 active; also: potency is read from the fitted curve at half-maximal effect
Target sequence (Q27686 whole entry, looked up): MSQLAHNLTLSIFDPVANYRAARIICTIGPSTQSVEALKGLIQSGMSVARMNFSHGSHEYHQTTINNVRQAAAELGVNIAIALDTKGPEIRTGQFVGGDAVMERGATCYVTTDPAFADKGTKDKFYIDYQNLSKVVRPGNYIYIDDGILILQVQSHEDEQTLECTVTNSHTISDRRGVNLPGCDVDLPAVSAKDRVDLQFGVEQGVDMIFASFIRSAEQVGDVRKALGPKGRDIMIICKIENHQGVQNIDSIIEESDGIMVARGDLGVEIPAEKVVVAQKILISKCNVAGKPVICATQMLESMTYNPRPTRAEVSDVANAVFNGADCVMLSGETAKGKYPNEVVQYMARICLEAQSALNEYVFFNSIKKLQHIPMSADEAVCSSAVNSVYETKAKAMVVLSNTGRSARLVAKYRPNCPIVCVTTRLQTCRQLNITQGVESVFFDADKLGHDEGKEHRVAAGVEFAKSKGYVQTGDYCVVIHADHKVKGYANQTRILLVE
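0.1 nM LmPK, 0.5 mM PEP, 0.1 mM ADP; 50 mM imidazole pH 7.2, 7 mM MgCl2, 50 mM KCl; 1 h RT. Kinase-Glo luminescence readout, normalized to no-enzyme (full inhibition) and uninhibited wells.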
AmpC no deterg: inhibitors of E. coli AmpC beta-lactamase without detergent | AmpC nitrocefin hydrolysis, absorbance 480 nm, 0.0001% Triton | P00811 | AID 485341 | 0.52% of 330,000 active | Potency, µM (highest dose often 57.1 µM), for the others: top-dose activity change, negative = inhibition, most hits filed as inhibitors;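 also: potency is read from the fitted curve at half-maximal effect; plate controls were no compound for no effect and no enzyme for full effect; nearly all actives have a fitted effect of over 20% in size; some results filed as inactive show a strong effect at the top dose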
Target sequence (P00811 whole entry, looked up): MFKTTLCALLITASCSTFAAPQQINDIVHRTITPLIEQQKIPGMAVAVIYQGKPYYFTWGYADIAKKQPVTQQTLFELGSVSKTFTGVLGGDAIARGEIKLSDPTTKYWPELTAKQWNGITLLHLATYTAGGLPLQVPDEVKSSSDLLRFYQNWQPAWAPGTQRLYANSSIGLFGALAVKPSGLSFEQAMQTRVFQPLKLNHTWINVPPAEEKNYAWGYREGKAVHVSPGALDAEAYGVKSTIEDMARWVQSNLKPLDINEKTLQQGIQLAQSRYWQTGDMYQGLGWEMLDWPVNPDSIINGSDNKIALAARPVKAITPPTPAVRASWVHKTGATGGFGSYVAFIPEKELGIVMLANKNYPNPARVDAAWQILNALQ
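20 mM phosphate pH 7.0 + 0.01% (detergent screen) or 0.0001% Triton X-100; 5.3 nM AmpC reagent; cpd preinc 15 min RT; nitrocefin (800 uM stock) to start; A480 q20 s × 4 min; Activity was normalised to no-enzyme and no-compound control wells.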
HCV inh: blocks hepatitis C virus. Huh7.5.1 HCVcc-Cre infection, luciferase reporter, 44 h. Potency, µM (highest dose often 41.8 µM), for the others: at the top dose activity change, negative = inhibition, hits mostly inhibitors. AID 651820. 3.4% of 340,000 active; also: potency is read from the fitted curve at half-maximal effect
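Whole-lifecycle infectious HCVcc-Cre system; cells 1,000/well, compound then virus (~0.5 moi) added 4 h after plating, 44 h culture. Luciferase read 15 sec following 15 min substrate incubation, room temp.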
Tb PYK inh: blocks Trypanosoma brucei pyruvate kinase; Q57TT1; TbPYK enzyme, Kinase-Glo Plus ATP luminescence, 45 min; Potency, µM (series often up to 76.8 µM), for the others: top-dose activity, negative = inhibition, usual class: inhibitors; 0.12% of 410,000 active; also: potency is read from the fitted curve at half-maximal effect; nearly all actives have a fitted effect of over 50% in size
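Enzyme and substrate buffer are dispensed first and compound is pin-transferred. ADP at 130 uM final then starts the reaction, which runs 45 min at room temperature. Detection reagent is added for 10 min before luminescence is imaged.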
AMA1 RON2 block: inhibitors of Plasmodium falciparum AMA1-RON2 interaction; AlphaScreen AMA1-biotinylated RON2 peptide binding; Potency, µM (top dose mostly 58.2 µM), for inactives: at the highest dose activity change, negative = inhibition, usual class: inhibitors; 0.2% of 360,000 active;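 also: potency is read from the fitted curve at half-maximal effect; 0% = vehicle wells and -100% = peptide control; nearly all actives have a fitted effect of over 45% in size; some results filed as inactive show a strong effect at the top dose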
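AMA1 (3D7) with his tag at 25 nM final met compounds first, then biotinylated RON2 peptide at 25 nM; detection used donor plus acceptor beads, 10 µg/mL apiece, read by AlphaScreen after 30 min at room temperature.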
AmpC detergent: blocks E. coli AmpC beta-lactamase in detergent assay; P00811; AmpC hydrolysis of nitrocefin, absorbance 480 nm, 0.01% Triton; Potency, µM (top dose mostly 114 µM), for inactives: at the highest dose activity change, negative = inhibition, actives largely listed as inhibitors; 0.041% of 370,000 active; AID 485294;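 also: potency is read from the fitted curve at half-maximal effect; 0% = no-compound wells and -100% = no-enzyme wells; nearly all actives have a fitted effect of over 25% in size; some results filed as inactive show a strong effect at the top dose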
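AmpC (5.3 nM in the dispensed reagent) in 20 mM phosphate pH 7.0 with 0.01% (detergent screen) or 0.0001% Triton X-100 was preincubated with compounds for 15 min at room temperature. Nitrocefin was then added from an 800 uM solution, and hydrolysis was followed at 480 nm.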
HCMV inh: human cytomegalovirus inhibition. HFF cells, HCMV-luciferase reporter, 72 h; active compounds read low. activity change, negative = inhibition, % at 57.5 µM. 4.5% of 410,000 active; in the data active = activity change below about -60%; inconclusive = no clear call, values can overlap the other calls; inactive = above about -39%
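Two-dose cell screen: HFF monolayers treated with compounds and infected with luciferase-expressing HCMV at 1 PFU/cell, 72 h at 37C, then lysed for luciferase measurement.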
* hit, by the source's call; ? = inconclusive; / = no result given; [ ] = dose if it differs, or a comment. Unless noted, calls follow the shape of the dose curve; as a rule, active = well fitted curve in the direction sought with a large enough effect; inconclusive = small, poorly fitted or top-dose-only effect, or another doubt; inactive = no such curve, though single readings can be large; an effect the other way counts as inactive or inconclusive. Unless noted, % is scaled to controls: 0 for no effect and ±100 for the full control effect.

SMILES | LmPK inhibitor | AmpC no deterg | HCV inh | Tb PYK inh | AMA1 RON2 block | AmpC detergent | HCMV inh
Cc1nc2ccccn2c1C(=O)N/N=C/c1ccc([N+](=O)[O-])cc1 | 2% | -8% | -7% | -12% | -6% | -1% | /
CCC(C(=O)Nc1ccccc1F)n1nc(C)c2c(C)n(-c3ccccc3)nc2c1=O (stereo not drawn) | 0% | 14% | -15% | -5% | 0% | 5% | ?
Oc1ccccc1-c1nc(-c2cccs2)c(-c2cccs2)[nH]1 | / | / | / | 5% | / | 22% | -15
COc1ccc(NC(=O)CCS(=O)(=O)c2ccc3c(c2)oc(=O)n3C)cc1 | -9% | -14% | 6% | -1% | -12% | 0% | -10
CC(C)(O)C#Cc1ccc(CN2CCC(CO)(CCc3ccccc3)CC2)cc1 | 2% | 76%[activator] | -17% | 5% | 7% | ? | 16
O=C(Nc1ccccc1C(F)(F)F)c1cc(-c2ccccc2O)on1 | 1% | -10% | 4% | -7% | -2% | -3% | 25
O=C(Nc1ccc(N2CCN(C(=O)c3ccccc3F)CC2)cc1)c1ncn[nH]1 | 2%[11.5 µM] | -30% | 2% | -5% | 48%[activator] | -6% | ?
COC(=O)c1c(O)cc(=O)n2c1CCCCC2 | 2% | -21% | 12% | 3% | 7% | ? | -27
Cc1ccccc1C(=O)OCCCN=C1NS(=O)(=O)c2ccccc21 | -2% | -24% | -19% | -3% | 25% | -8% | -8
Cc1nnc(SCC(=O)Nc2ccc(Oc3ccccc3)cc2)n1N | -1% | 15% | 17% | -8% | 42%[activator] | 0% | -3
O=C(NC(=S)Nc1ccc(N2CCOCC2)cc1)c1cccc(Cl)c1 | 0% | -9% | 25µM* | -7% | -14% | -5% | 20
O=C(Cn1c2c(sc1=O)C1c3ccccc3OCC1CS2)Nc1ccc(Cl)cc1 (stereo not drawn) | 0% | -57% | 4% | 0% | -7%[2.32 µM] | ? | -16
CN1CCN(CC(=O)n2c3c(c4ccccc42)CCCC3)CC1 | -5% | 37% | ? | -1% | -22% | ? | 31
Cc1noc(C)c1S(=O)(=O)Nc1ccccc1Oc1ccccc1 | 2% | -24% | 0% | ? | 12% | 0% | 17
CC(=O)c1ccc(CC2SC(N)=NC2=O)cc1 (stereo not drawn) | 1% | -18% | 6% | 0% | 14% | -7% | 22
O=C(NS(=O)(=O)Nc1ccccn1)c1c[nH]c2ccccc12 | 5% | -12% | -27% | 2% | 1% | -2% | 18
Cn1cc(-c2ccccc2C(=O)O)c(=O)c2cc(Cl)ccc21 | 1% | -1% | 27% | 6% | -15% | -7% | 83
Cc1c(C(=O)O)oc2c1/C(=N\O)CCC2 | 1% | -12% | -4% | -2% | -9%[2.32 µM] | -11% | 116
CC(=O)C[C@@H](O)CC(=O)[C@H]1OC(=O)CCCCCCCCc2ccccc21 | / | 159%[activator] | 1% | 4% | -2% | / | 2
COc1ccc(CNC(=O)Cn2ncc3c(=O)oc4ccccc4c32)c(OC)c1 | / | / | / | 5% | / | 4% | 11
NS(=O)(=O)c1ccc(CCNC(=O)c2cccc(S(=O)(=O)N3CCCC3)c2)cc1 | / | -21% | -1% | 1% | -7% | 2% | 7
Cc1ccc(CN2CCN(Cc3cnc(N4CCOCC4)s3)CC2CCO)cc1 (stereo not drawn) | -2% | 5% | ? | -1% | -1% | -2% | -13
COc1cccc(NC(=O)COC(=O)CCSc2ccccc2)c1 | / | -28% | 0% | 6% | -17% | / | -21
CCOC(=O)CC1COCCN1C(=O)c1cc(COc2ccc(F)c(F)c2)on1 (stereo not drawn) | 0% | 89%[activator] | -11% | -10% | -9% | 5% | 54
CC1=C(C(=O)Nc2ccccc2)C(c2ccncc2)C(C#N)=C(SCC(=O)Nc2ccccc2)N1 (stereo not drawn) | 11% | -37% | -21% | -6% | 2% | -9% | -11

Quoted from the results shown for reference:
SMILES | LmPK inhibitor | AmpC no deterg | HCV inh | Tb PYK inh | AMA1 RON2 block | AmpC detergent | HCMV inh
Cc1ccccc1C(=O)OCCCN=C1NS(=O)(=O)c2ccccc21 | -2% | -24% | -19% | -3% | 25% | -8% | -8
Cc1nnc(SCC(=O)Nc2ccc(Oc3ccccc3)cc2)n1N | -1% | 15% | 17% | -8% | 42%[activator] | 0% | -3
O=C(NC(=S)Nc1ccc(N2CCOCC2)cc1)c1cccc(Cl)c1 | 0% | -9% | 25µM* | -7% | -14% | -5% | 20
O=C(Cn1c2c(sc1=O)C1c3ccccc3OCC1CS2)Nc1ccc(Cl)cc1 (stereo not drawn) | 0% | -57% | 4% | 0% | -7%[2.32 µM] | ? | -16
CN1CCN(CC(=O)n2c3c(c4ccccc42)CCCC3)CC1 | -5% | 37% | ? | -1% | -22% | ? | 31
Cc1noc(C)c1S(=O)(=O)Nc1ccccc1Oc1ccccc1 | 2% | -24% | 0% | ? | 12% | 0% | 17

Additional structures.
SMILES | LmPK inhibitor | AmpC no deterg | HCV inh | Tb PYK inh | AMA1 RON2 block | AmpC detergent | HCMV inh
COc1ccc(S(=O)(=O)N2CCCC(C(=O)N3CCN(C)CC3)C2)cc1C (stereo not drawn) | 5% | -3% | -28% | 6% | -9% | ? | -7
O=C(CCCn1c(=S)[nH]c2ccsc2c1=O)Nc1ccc2c(c1)OCO2 | 1% | -55% | -10% | ? | 88%[activator] | 2% | -22
Cc1sc(Nc2ccc([N+](=O)[O-])cc2)nc1-c1c(C)n(C)n(-c2ccccc2)c1=O | 2% | -17% | 1% | -10% | -7% | -1% | -27
COc1ccc(OC)c(C(C)NC=O)c1 (stereo not drawn) | 2% | -8% | -3% | 4% | -11% | 1% | -1
O=C(Cc1ccc(Cl)cc1Cl)Nc1cccc(S(=O)(=O)Nc2ccccc2F)c1 | 2% | -47% | -11% | ? | -5% | -5% | 9
Cc1cccc(N(C)C(=O)c2cnn(-c3ccccc3)c2C)c1 | -7% | 1% | -16% | 3% | 3% | -3% | -4
Cc1cccc(NC(NC(=O)c2ccccc2[N+](=O)[O-])C(Cl)(Cl)Cl)c1 (stereo not drawn) | 0% | -25% | -17% | -8% | -4% | ? | -8
O=C(Nc1ccccc1O)c1cc2cc(Br)ccc2oc1=O | 0% | -26% | -18% | 6% | -1% | 7% | 2
CC(=O)Nc1cccc(/C(C)=N/NC(=O)c2c(-c3ccccc3Cl)noc2C)c1 | 0% | -27% | ? | -1% | 2% | -11% | -35
Cc1cnn(C(=O)c2ccccc2Br)c1 | -1% | -17% | ? | 1% | 11% | -12% | 27
COCC(=O)N(c1ccccc1)C(C)C(=O)OC (stereo not drawn) | 3% | -24% | 7% | 2% | 2% | 6% | 61
Cc1nnc(NC(=O)CSc2nnc3c(n2)[nH]c2ccc(Br)cc23)s1 | 6% | -8% | -11% | 3% | 13% | -11% | -2
CCn1cc(C(=O)NCc2ccco2)c(=O)c2cc(S(=O)(=O)N3CCc4ccccc4C3)ccc21 | 7% | 118%[activator] | -24% | 1% | -8% | 2% | 1
O=S(=O)(NCc1ccco1)c1ccccc1Br | 5% | -10% | 2% | 1% | -4% | 6% | -21
Cc1ccc(-n2ncc3c(NCCCOC(C)C)ncnc32)c(C)c1 | 2% | -1% | -18% | -7% | 4% | -1% | 3
O=C(Cn1nc(C(=O)O)c2ccccc2c1=O)Nc1ccc2c(c1)C(=O)c1ccccc1C2=O | 3% | -21% | / | / | / | -9% | /
CCOc1ccc(NC(=O)CN(C)C(=O)C2CCCO2)cc1OCC (stereo not drawn) | / | -5% | -6% | -4% | 0% | -13% | -5
CC(=O)Nc1ccc2nc(C3CCCCC3)[nH]c2c1 | 0% | -20% | 11% | 5% | 5% | -1% | -4
O=C(CCSc1ccc(Cl)cc1)NN=C1CCCCCC1 | 2% | -34% | -5% | -1% | 31%[activator] | 3% | 3
COc1ccc(-c2n[nH]c(=S)n2/N=C/C=C\c2ccccc2OC)cc1 | -1% | -17% | ? | -52% | 47%[activator] | -8% | -1
Cc1cccc2sc(NNC(=O)c3ccc(S(=O)(=O)N4CCCC(C)C4)cc3)nc12 (stereo not drawn) | -3% | -27% | 2.8µM* | ? | 52%[activator] | ? | -72*
Cc1ccccc1NC(=O)Cc1nnc(SCC(=O)NC2=NCCS2)n1C | 1% | 3% | 27% | -1% | 12% | 4% | 2
COc1ccc(C2N=C(c3ccccc3)NO2)cc1OC (stereo not drawn) | 2% | -20% | -10% | 4% | -9% | ? | 41
O=C(CCN1CCCCC1c1cccnc1)NCc1ccccc1 (stereo not drawn) | -4% | -9% | 14% | -16% | -1% | -13% | -4
COc1ccc(CCNC(=O)c2c(O)c3ccccc3n(C)c2=O)cc1 | 5% | -11% | -1% | 3% | -1% | -2% | -15
(continued)
SMILES | LmPK inhibitor | AmpC no deterg | HCV inh | Tb PYK inh | AMA1 RON2 block | AmpC detergent | HCMV inh
C#CCNC(=O)C1=C[C@H](c2csc3ccccc23)[C@@H](CCCO)[C@H](OCC)O1 | 6% | 73%[activator] | 9% | -4% | -6% | -4% | 12
COc1ccc(C(=O)N2CCC(C(=O)Nc3ccc(OC)cc3OC)CC2)cc1 | / | / | / | 1% | / | -2% | -1
CCN(CC)C(=O)COc1ccc(/C(C)=N/NC(=O)c2ccccc2Br)cc1 | 4% | -27% | 13% | 2% | -9% | 8% | 1
Cc1n[nH]c(C)c1C(=O)CC1(O)C(=O)N(CCc2ccccc2)c2ccc(Br)cc21 (stereo not drawn) | 3% | 115%[activator] | 4% | -4% | -4% | ? | -1
Cc1ccc(N(CC(=O)NCCSc2ccccc2)S(=O)(=O)c2ccc(F)cc2)cc1 | / | / | / | 0% | / | 14% | -65*
C=CCN1C(c2cccc(C(F)(F)F)c2)=CS/C1=C(/C#N)c1nnc(N2CCOCC2)n1-c1ccccc1 | -1% | 274%[activator] | ? | -5% | -16% | -20% | ?
CC1(C)C(c2ccccn2)=[N+]([O-])C(C)(C)N1O | -2% | -12% | 19% | -13% | -6% | -11% | 11
CN(C)C(=O)c1cnc(-c2ccccc2)nc1-c1ccccc1 | 1% | 39% | -9% | 7% | -2% | 3% | -62*
CCn1c2ccccc2c2cc(/C=N/NC(=O)c3ccccc3)ccc21 | 2% | -43% | ? | 4% | -11% | -5% | -21
COc1ccc(C(=O)N2CCN(CCc3ccccc3)CC2)cc1[N+](=O)[O-] | -4% | 116%[activator] | -16% | -27% | -18% | 1% | -16
CCOc1ccc(-n2c(O)c(C=Nc3ccc(N4CCOCC4)cc3)c(=O)[nH]c2=O)cc1 | -4% | -13% | 14% | -1% | 2% | -11% | -20
